L3MBTL1 inh = blocks human L3MBTL1; AlphaScreen L3MBTL1–H3K9me1 peptide binding; Potency, µM (titrated, usually from 57.1 µM), without a hit: at the highest dose activity, negative = inhibition, hits mostly inhibitors; 230,000 compounds, 0.66% hits; AID 485360; note: % is set by controls: 0 for no effect and ±100 for the full control effect; nearly all actives have a fitted effect of over 60% in size
Target sequence (Q9Y468 whole entry, looked up): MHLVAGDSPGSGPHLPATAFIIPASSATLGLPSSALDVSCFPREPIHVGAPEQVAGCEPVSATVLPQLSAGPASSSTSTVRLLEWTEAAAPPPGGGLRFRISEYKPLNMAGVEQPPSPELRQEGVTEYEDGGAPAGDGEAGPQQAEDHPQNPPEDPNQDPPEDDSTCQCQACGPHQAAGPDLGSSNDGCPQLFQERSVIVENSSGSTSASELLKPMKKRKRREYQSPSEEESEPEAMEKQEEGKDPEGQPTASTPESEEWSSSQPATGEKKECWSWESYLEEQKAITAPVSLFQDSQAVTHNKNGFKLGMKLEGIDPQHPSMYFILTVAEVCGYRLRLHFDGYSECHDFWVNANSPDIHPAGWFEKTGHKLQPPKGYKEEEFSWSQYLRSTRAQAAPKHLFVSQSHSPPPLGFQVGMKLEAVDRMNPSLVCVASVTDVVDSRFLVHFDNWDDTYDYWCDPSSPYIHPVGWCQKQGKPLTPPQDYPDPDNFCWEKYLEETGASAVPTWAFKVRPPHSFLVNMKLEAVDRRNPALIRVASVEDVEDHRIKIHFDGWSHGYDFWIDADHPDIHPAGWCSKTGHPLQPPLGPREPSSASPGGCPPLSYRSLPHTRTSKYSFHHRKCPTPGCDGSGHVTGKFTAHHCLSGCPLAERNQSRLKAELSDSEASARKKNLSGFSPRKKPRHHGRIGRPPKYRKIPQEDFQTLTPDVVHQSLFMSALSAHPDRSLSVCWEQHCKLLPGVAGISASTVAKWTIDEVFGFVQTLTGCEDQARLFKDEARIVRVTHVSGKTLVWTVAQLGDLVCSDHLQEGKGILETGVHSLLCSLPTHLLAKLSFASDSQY
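Read-out is AlphaScreen signal from streptavidin donor and nickel chelate acceptor beads (10 ug/mL final each) bridging L3MBTL1 (50 nM) and biotinylated K9-monomethylated H3(1-15) peptide (75 nM), after 30 min compound exposure at room temperature.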
RECQ1 inh = RECQ1 (human) helicase inhibition. RECQ1 DNA unwinding, red fluorescence kinetic read. 240,000 compounds, 0.54% hits. Potency, µM (highest dose often 57.3 µM), inactives show at the top dose activity, negative = inhibition, usual class: inhibitors;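 note: plate controls were vehicle for no effect and no enzyme for full effect; nearly all actives have a fitted effect of over 30% in size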
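50 nM RECQ1T1 preincubated 15 min with compound in Tris pH 8.0 buffer with MgCl2, DTT, Tween-20 and 2.5 ug/ml poly(dI-dC); started with 200 nM TAMRA/BHQ-2 forked duplex and 2 mM ATP. Unwinding read as fluorescence (525/598 nm), two reads 2 h apart.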
TR SRC2 fluor cs = counter-screen for TRb-SRC2 inhibitors: fluorescence interference. TRb/SRC2 Texas Red total fluorescence interference. Potency, µM (titrated, usually from 106 µM), for inactives: at the top dose fluorescence change, negative = quenching. 280,000 compounds, 0.29% hits; active = well fitted curve in either direction with a large enough effect; note: % is set by controls: 0 for no effect and ±100 for the full control effect
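Human TRb ligand-binding domain at 0.6 uM with 20 nM Texas Red SRC2 peptide in Tris buffer containing 1 uM T3 and 5% DMSO, incubated with compound 5 h at ambient temperature. Total fluorescence (555/632 nm) calculated as parallel + 2 × perpendicular.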
HTT cytoprotect = protects HTT-Q103 PC12 cells, measured by ATP; PC12 HTT-Q103 induced, cytoprotection, ATP luminescence, 40 h; Potency, µM (series often up to 56.4 µM), for inactives: cytoprotection (ATP increase), most hits filed as activators; 230,000 compounds, 0.14% hits; AID 1471;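 note: % of control where 0% means no effect; nearly all actives have a fitted effect of over 45% in size; toxic huntingtin expression switched on by the ecdysone agonist tebufenozide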
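Stable PC12 Q103-GFP cells in serum-supplemented, phenol red-free DMEM; induction by tebufenozide at 100 nM final; compound dose series; cell viability quantified luminescently from ATP.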
TRb-SRC2 inh = inhibitors of human thyroid hormone receptor beta-SRC2 interaction. P10828. AID 1469. TRbeta-SRC2 peptide binding, fluorescence polarization; receptor liganded with 1 µM T3. 280,000 compounds, 0.065% hits. Potency, µM (series often up to 106 µM), for the others: at the highest dose activity change, negative = inhibition, usual class: inhibitors;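 note: plate controls were bound peptide for no effect and peptide without receptor for full effect; nearly all actives have a fitted effect of over 50% in size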
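Binding of a 20-amino-acid Texas Red SRC2 peptide (20 nM) to TRb ligand-binding domain (0.6 uM) with agonist T3 at 1 uM was followed by fluorescence polarization after a 5 hr room-temperature incubation.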
Numbers without * were called inactive; x = not tested or not shown; & = joins results of further samples; [ ] = remark or other dose. Unless noted, calls come from the whole dose curve; as a rule, active = well fitted curve in the direction sought with a large enough effect; inconclusive = small, poorly fitted or top-dose-only effect, or another doubt; inactive = no such curve, though single readings can be large; an effect the other way counts as inactive or inconclusive. Potency is the fitted concentration of half-maximal effect. A portion of the library; count on the stated rates, not on these rows.

Assay codes: A = L3MBTL1 inh; B = RECQ1 inh; C = TR SRC2 fluor cs; D = HTT cytoprotect; E = TRb-SRC2 inh
CCCC(=O)O
  A = x | B = x | C = x | D = -18.0% | E = x
NC(=O)NC(CCC(=O)O)C(=O)O (configuration not stated)
  A = x | B = x | C = x | D = 7.4% | E = x
CC1=C(c2ccc(NN=C(C#N)C#N)cc2)NNC(=O)C1
  A = x | B = x | C = x | D = -52.1%[inhibitor] | E = x
CC1CCC(C(C)C)C(OC(=O)c2ccccc2O)C1 (configuration not stated)
  A = x | B = x | C = x | D = 12.1% | E = x
O=S(=O)(O)c1ccc2nc(-c3ccccc3)[nH]c2c1
  A = x | B = x | C = x | D = -9.1% | E = x
CCNC(=O)/C=C/c1cccc(Br)c1
  A = x | B = x | C = x | D = -9.5% | E = x
CCCSS/C(CCO)=C(/C)N(C=O)Cc1cnc(C)nc1N
  A = x | B = x | C = x | D = -18.8% | E = x
N/C(=N\N=C\c1ccc(Cl)cc1)N/N=C/c1ccc(Cl)cc1
  A = x | B = x | C = x | D = -70.7%[inhibitor] | E = x
C#C[C@]1(OC(C)=O)CC[C@H]2[C@@H]3CCC4=C/C(=N/O)CC[C@@H]4[C@H]3CC[C@@]21CC
  A = x | B = x | C = x | D = -15.8% | E = x
COc1cccc(CCc2ccccc2OCC(CN(C)C)OC(=O)CCC(=O)O)c1 (configuration not stated)
  A = x | B = x | C = x | D = -57.2%[inhibitor] | E = x
CCN(CC)CCOc1ccccc1C(=O)CCc1ccccc1
  A = x | B = x | C = x | D = -11.2% | E = x
CCC(C)C(N)C(=O)O (configuration not stated)
  A = x | B = x | C = x | D = 5.2% | E = x
CCCCCCCC/C=C\CCCCCCCCN
  A = x | B = x | C = 1.7%[201 µM] | D = -8.2% | E = 6.4%[201 µM]
CN(C)CC/C=C1\c2ccccc2COc2ccc(CC(=O)O)cc21
  A = x | B = x | C = -1.1% | D = -35.1% | E = 1.3%
Cc1ccccc1N=Nc1ccc(N=Nc2c(O)ccc3ccccc23)c(C)c1
  A = x | B = x | C = -0.2% | D = -16.7% | E = -0.9%
NC(=O)n1c(O)c(C(=O)c2cccs2)c2cc(Cl)ccc21
  A = x | B = 13.9% | C = -26.1%&-6.2% | D = x | E = 10.6%&3.4%
O=c1cc(-c2ccc(O)cc2)oc2cc(O[C@@H]3O[C@H](CO)[C@H](O)[C@H](O)[C@H]3O)cc(O)c12
  A = x | B = -9.7% | C = 0.6% | D = x | E = -2.3%
OC1(c2ccc(Cl)c(C(F)(F)F)c2)CCN(CCCC(c2ccc(F)cc2)c2ccc(F)cc2)CC1
  A = x | B = -28.5% | C = -4.0% | D = x | E = -2.2%
CC1(C)O[C@H]2CC(=O)OCC23[C@H]2CC[C@@]4(C)[C@H](c5ccoc5)OC(=O)[C@H]5O[C@]54[C@]2(C)C(=O)C[C@@H]13 (some centres not stated)
  A = 3.6% | B = x | C = x | D = x | E = x
CC(=O)N1C[C@H](O)C[C@H]1C(=O)O
  A = 7.0% | B = x | C = x | D = x | E = x
COc1c(O)cc2c(c1O)C1OC(CO)C(O)C(O)C1OC2=O (configuration not stated)
  A = 10.7% | B = x | C = x | D = x | E = x
C=C1c2cccc(O)c2C(=O)C2C(=O)[C@]3(O)C(=O)C(C(N)=O)C(=O)[C@@H](N(C)C)[C@@H]3[C@@H](O)[C@H]12 (some centres not stated)
  A = 0.891µM* | B = x | C = x | D = x | E = x
CC(C)=CC(=O)O[C@@H]1Cc2cc3ccc(=O)oc3cc2OC1(C)C
  A = -2.8% | B = x | C = x | D = x | E = x
O=C(O)[C@@H]1[C@H]2C[C@H]3c4[nH]c5ccccc5c4CCN3C[C@@H]2CC[C@@H]1O
  A = -4.9% | B = x | C = x | D = x | E = x
CCOC(=O)C1(CCOc2ccccc2)CCN(Cc2ccc(O)c(Cl)c2)CC1
  A = -4.4% | B = x | C = x | D = x | E = x
CCC[C@H](N[C@@H](C)C(=O)N1[C@H](C(=O)O)C[C@@H]2CCCC[C@@H]21)C(=O)OCC
  A = 2.7% | B = x | C = x | D = x | E = x
O=c1cc[nH]c(=O)[nH]1
  A = 9.3% | B = x | C = x | D = 17.7% | E = x

Filtered by structure: the entries above with a COOH group.
Assay codes: A = L3MBTL1 inh; B = RECQ1 inh; C = TR SRC2 fluor cs; D = HTT cytoprotect; E = TRb-SRC2 inh
CCCC(=O)O
  A = x | B = x | C = x | D = -18.0% | E = x
NC(=O)NC(CCC(=O)O)C(=O)O (configuration not stated)
  A = x | B = x | C = x | D = 7.4% | E = x
COc1cccc(CCc2ccccc2OCC(CN(C)C)OC(=O)CCC(=O)O)c1 (configuration not stated)
  A = x | B = x | C = x | D = -57.2%[inhibitor] | E = x
CCC(C)C(N)C(=O)O (configuration not stated)
  A = x | B = x | C = x | D = 5.2% | E = x
CN(C)CC/C=C1\c2ccccc2COc2ccc(CC(=O)O)cc21
  A = x | B = x | C = -1.1% | D = -35.1% | E = 1.3%
CC(=O)N1C[C@H](O)C[C@H]1C(=O)O
  A = 7.0% | B = x | C = x | D = x | E = x
O=C(O)[C@@H]1[C@H]2C[C@H]3c4[nH]c5ccccc5c4CCN3C[C@@H]2CC[C@@H]1O
  A = -4.9% | B = x | C = x | D = x | E = x
CCC[C@H](N[C@@H](C)C(=O)N1[C@H](C(=O)O)C[C@@H]2CCCC[C@@H]21)C(=O)OCC
  A = 2.7% | B = x | C = x | D = x | E = x

2 entries drawn at random from the list so far, as already listed:
Assay codes: A = L3MBTL1 inh; B = RECQ1 inh; C = TR SRC2 fluor cs; D = HTT cytoprotect; E = TRb-SRC2 inh
CCCSS/C(CCO)=C(/C)N(C=O)Cc1cnc(C)nc1N
  A = x | B = x | C = x | D = -18.8% | E = x
OC1(c2ccc(Cl)c(C(F)(F)F)c2)CCN(CCCC(c2ccc(F)cc2)c2ccc(F)cc2)CC1
  A = x | B = -28.5% | C = -4.0% | D = x | E = -2.2%

Screens as filed in PubChem BioAssay.
